High-throughput results: PubChem, Broad Institute
Statin myotox sup: suppressors of statin myotoxicity in C2C12 myotubes, primary screen, cell-based, single point, plate reader. C2C12 myotubes + simvastatin, ATP luminescence, 48 h; scaled: DMSO 0, geranylgeraniol control 100. AID 602340, 2012. actives 0.78% (n = 330,000). rescue of ATP level, % at 7.49 µM;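 active = mean ATP rescue above about 67%, or every replicate alone reaching that limit, limit read from the data, passing the limit was not always enough; inconclusive = no clear call, values can overlap the other calls; inactive = mean under the limit and some replicate under it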;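 note: myotubes were challenged with 10 µM simvastatin during compound exposure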
Cneo AK release: Cryptococcus neoformans cell lysis inducers, primary screen, AK release luminescence, single concentration | C. neoformans lysis, adenylate kinase release luminescence, 4 h; normalised: neutral wells 0, clomiphene wells 100 | AID 651654, 2012 | actives 0.2% (n = 360,000) | lysis activity, % at 15 µM;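 active = mean lysis activity across replicates of at least 80%, whatever share of replicates individually reach that level; inactive = mean lysis activity below 80%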
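Test system: log-phase Cryptococcus neoformans yeast cells; Quantity: yeast cell density of 5 × 10^6 cells/mL; Buffer or medium: YPD; Doses: single compound concentration per well; Timing: 4 h at 37 °C static, read 1 h later; Measured by: AK luminescence; Read-out basis: lysis from increased AK signal; Control set: Clomiphene as positive control.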
SIRT5 block: SIRT5 desuccinylase inhibitors, primary screen, biochemical, fluorescence imaging, single point, set 5 | actives 1.1% (n = 330,000) | Purified SirT5, succinyl-peptide AMC, trypsin-coupled fluorescence | inhibition, % at 15 µM; in the data active = inhibition above about 15%; inconclusive = no clear call, values can overlap the other calls
Target sequence (Q9NXA8 whole entry, looked up): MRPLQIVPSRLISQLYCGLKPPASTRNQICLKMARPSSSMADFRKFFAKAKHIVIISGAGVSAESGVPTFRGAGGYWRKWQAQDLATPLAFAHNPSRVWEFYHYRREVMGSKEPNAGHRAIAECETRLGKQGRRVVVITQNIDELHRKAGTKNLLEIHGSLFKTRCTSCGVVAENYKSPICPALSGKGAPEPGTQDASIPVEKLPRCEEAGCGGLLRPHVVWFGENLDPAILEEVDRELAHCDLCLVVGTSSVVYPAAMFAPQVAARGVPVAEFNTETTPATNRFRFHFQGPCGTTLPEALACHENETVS
ARNT-TACC3 inh: disruptors of ARNT/TACC3 protein interaction, primary screen, biochemical, AlphaScreen, single concentration | AlphaScreen His-ARNT PAS-B/GST-TACC3 binding, luminescence; TACC3 fragment carries E629A point mutation | AID 623870, 2012 | inhibition, % at 9.99 µM | actives 0.66% (n = 390,000);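 active = mean inhibition of replicates at least 50% and at least half of replicates each reaching 50%; inconclusive = half or more replicates reach 50% but mean below 50%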;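 note: 0% = complete ARNT plus TACC3 wells and 100% = ARNT alone without TACC3; many hits fall short of the cut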
ERp5 block: inhibitors of ERp5-driven insulin aggregation, primary screen, biochemical, turbidity, absorbance 650 nm, single point. 90 min. AID 651711, 2012. actives 0.05% (n = 350,000). inhibition, % at 9.99 µM. Protein disulfide-isomerase A6 (Homo sapiens), Q15084;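 active = mean replicate inhibition above about 25%, with every replicate also reaching it, limit read from the data, passing the limit was not always enough; inconclusive = only one of those two criteria met; inactive = neither criterion met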
Target sequence (Q15084 whole entry, looked up): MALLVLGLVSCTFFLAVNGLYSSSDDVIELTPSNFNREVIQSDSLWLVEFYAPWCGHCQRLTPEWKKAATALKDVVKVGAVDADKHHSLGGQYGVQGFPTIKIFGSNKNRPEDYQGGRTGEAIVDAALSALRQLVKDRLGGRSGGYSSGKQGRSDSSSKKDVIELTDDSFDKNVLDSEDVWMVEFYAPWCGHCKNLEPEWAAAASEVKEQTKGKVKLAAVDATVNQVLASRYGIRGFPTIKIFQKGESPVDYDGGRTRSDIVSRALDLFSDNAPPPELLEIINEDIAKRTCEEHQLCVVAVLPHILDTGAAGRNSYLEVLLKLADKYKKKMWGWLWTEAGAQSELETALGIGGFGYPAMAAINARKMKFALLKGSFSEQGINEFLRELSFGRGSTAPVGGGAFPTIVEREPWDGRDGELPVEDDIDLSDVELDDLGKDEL
esBAF inh: Bmi1 luciferase reporter increase in mESCs, primary screen, esBAF inhibitor project, mouse ES cells, Bmi1 luciferase knock-in, single point; 24 h; 100% = twice the neutral-well signal; reporter increase, % at 12.5 µM; actives 2% (n = 350,000); in the data active = activation above about 40%; inconclusive = no clear call, values can overlap the other calls;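 note: 0% = median of the plate's neutral control wells and 100% = double that signal; a rise in the Bmi1 reporter signal indicates esBAF inhibition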
miR-122 sensor: miR-122 Renilla sensor signal increase in Huh7, primary screen, miR-122 inhibitor project, cell-based, single point, plate reader; Huh7 miR-122 Renilla luciferase sensor, 48 h; neutral wells = 0, positive control = 100; activation (reporter increase), % at 12.5 µM; actives 0.3% (n = 340,000);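 active = mean replicate activation score at least 90 and every replicate individually at or above 90; inconclusive = only one of the two criteria met; inactive = neither criterion met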;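 note: higher luciferase means less miR-122 activity so hits act as miR-122 inhibitors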
* marks the source's active call; other numbers are inactive results; & = joins results of further samples; [ ] = dose if it differs, or a comment.

Fc1ccccc1CN1CCN(c2ncccn2)CC1 was read as Statin myotox sup -4, Cneo AK release 3, SIRT5 block -1, ARNT-TACC3 inh 4, ERp5 block -1, esBAF inh 5 and miR-122 sensor 4.
`Cc1ccccc1NC(=O)Nc1ccc2c(c1)C(=O)N(C)[C@H]1CC[C@@H](CC(=O)NCC3CC3)O[C@H]1CO2` gave Statin myotox sup -36, Cneo AK release -3, SIRT5 block 1, ARNT-TACC3 inh 1, ERp5 block -6, esBAF inh 1 and miR-122 sensor 218*[16.7 µM].
`NS(=O)(=O)c1ccc(CCNC(=O)c2ccc3c(c2)OCCO3)cc1` gave SIRT5 block 3, ARNT-TACC3 inh 3 and ERp5 block 3.
Cc1sc2ncnc(N3CCC(C(=O)Nc4nnc(CC(C)C)s4)CC3)c2c1C was read as Statin myotox sup 1, SIRT5 block -11, ARNT-TACC3 inh 5, ERp5 block -2, esBAF inh -3 and miR-122 sensor -5.
CN(Cc1cnccn1)Cc1c(C(=O)N2CCc3ccccc3C2)nc2ccc(Cl)cn12 was read as Statin myotox sup 1, Cneo AK release 0, SIRT5 block 1, ARNT-TACC3 inh 3, ERp5 block 8, esBAF inh -1 and miR-122 sensor 2.
Screening Cc1ccc(C(=O)NNC(=O)CSc2nnc(C3CC3)n2C)cc1 returned Statin myotox sup 7, Cneo AK release 2, SIRT5 block -2, ARNT-TACC3 inh -5, ERp5 block -3, esBAF inh 5 and miR-122 sensor -7.
Screening CC(=O)N1CCOc2cc(S(=O)(=O)NC(C)c3ccccc3)c(Cl)cc21 (configuration not stated) returned Statin myotox sup -2, Cneo AK release 1, SIRT5 block 0, ARNT-TACC3 inh 38, ERp5 block -5, esBAF inh -1 and miR-122 sensor 24.
Screening O=C(NCc1ccco1)c1cc2nc(C3CC3)cc(C(F)(F)F)n2n1 returned Cneo AK release -1, ARNT-TACC3 inh 1, esBAF inh 2 and miR-122 sensor 0.
For Cc1cc(C)cc(Nc2cc(C)nc3nc(C)nn23)c1 the results were Statin myotox sup 22, Cneo AK release 2, SIRT5 block 16*, ERp5 block -2, esBAF inh 3 and miR-122 sensor 4.
For Cc1ccc(S(=O)(=O)NCC[C@H]2CC[C@@H](NC(=O)CC3CC3)[C@H](CO)O2)cc1 the results were Statin myotox sup -9, Cneo AK release -9, SIRT5 block -1, ARNT-TACC3 inh 5, ERp5 block 3 and esBAF inh 0.
Screening CCN(CC)CC1CN(N=Cc2ccc([N+](=O)[O-])o2)C(=O)O1 (configuration not stated) returned Statin myotox sup 0, Cneo AK release 4, SIRT5 block 2, ARNT-TACC3 inh -11, ERp5 block 4, esBAF inh -5 and miR-122 sensor -2.
COCC(=O)N1[C@@H]2c3ccc(-c4cccnc4)c(=O)n3C[C@@H]2[C@@H](CO)[C@@H]1C(=O)Nc1ccccc1 was read as Statin myotox sup -31, Cneo AK release 38, SIRT5 block -17, ARNT-TACC3 inh 0, ERp5 block 3 and esBAF inh -1.
CC(=O)N1CCN(c2ccc(NC(=O)c3ccc([N+](=O)[O-])cc3Cl)cc2)CC1 was read as Statin myotox sup -3, Cneo AK release -1, SIRT5 block 0, ARNT-TACC3 inh 38, ERp5 block 2, esBAF inh 1 and miR-122 sensor -2.
`Cn1ccnc1SCC(=O)Nc1ccc(Br)cc1C(F)(F)F` gave Cneo AK release 0, ARNT-TACC3 inh 7 and miR-122 sensor -2.
`COC1CCN(Cc2c(C(=O)N3CCc4ccccc4C3)nc3ccc(Cl)cn23)CC1` gave Statin myotox sup 9, Cneo AK release 1, SIRT5 block -1, ARNT-TACC3 inh 4, ERp5 block 6, esBAF inh -5 and miR-122 sensor -6.
COc1ccc(NC(=O)N[C@H]2CC[C@H](CCn3cc(-c4ccccc4F)nn3)O[C@@H]2CO)cc1 was read as Statin myotox sup -1, Cneo AK release 0, SIRT5 block 2, ARNT-TACC3 inh -7, ERp5 block 13 and esBAF inh 8.
For Cc1cc(S(=O)(=O)NC(C)C)ccc1OCC(=O)Nc1ccc2c(c1)OCCO2 the results were Statin myotox sup 0, SIRT5 block -2, ARNT-TACC3 inh 26, ERp5 block -9, esBAF inh 4 and miR-122 sensor 55.
Cc1ccnc(N2C3CCC2CC(O)(c2ccccc2)C3)n1 (configuration not stated) was read as Statin myotox sup 4, Cneo AK release 0, SIRT5 block -3, ARNT-TACC3 inh -6, ERp5 block 2, esBAF inh 2 and miR-122 sensor -1.
Screening COc1cc2c(cc1OC)CN(CC(=O)Nc1ccc(C)c(S(=O)(=O)N3CCOCC3)c1)CC2 returned Statin myotox sup 0, Cneo AK release 1, SIRT5 block 4, ARNT-TACC3 inh 0, ERp5 block 4, esBAF inh -2 and miR-122 sensor -3.
CCCC(=O)NC(=S)Nc1cc(-c2nc3ncccc3o2)ccc1C was read as SIRT5 block -1, ARNT-TACC3 inh 1 and ERp5 block 2.
For O=C(O)CCSc1nnc(COc2cccc3cccnc23)n1-c1ccccc1 the results were SIRT5 block 1, ARNT-TACC3 inh -18, ERp5 block inconclusive and miR-122 sensor -8.
Screening CCOC(=O)C1CCN(c2nc3c(C)cccn3c(=O)c2/C=C(\C#N)S(=O)(=O)c2ccccc2)CC1 returned Statin myotox sup 8, SIRT5 block 2, ARNT-TACC3 inh -1, ERp5 block 3 and esBAF inh -9.
N#Cc1cc2cc3ccccc3nc2n2c(=O)c3ccccc3nc12 was read as SIRT5 block -1, ARNT-TACC3 inh -4 and ERp5 block -3.
Screening COc1ccc(S(=O)(=O)N(C)C[C@@H]2Oc3ccc(NC(=O)Nc4c(C)noc4C)cc3C(=O)N([C@H](C)CO)C[C@H]2C)cc1 returned Statin myotox sup 14, Cneo AK release -6, SIRT5 block -2, ARNT-TACC3 inh -5, ERp5 block 13, esBAF inh 0 and miR-122 sensor 1[16.7 µM].
Cn1c(=O)cc(OCC(=O)NCCC2=CCCCC2)c2ccccc21 was read as SIRT5 block -2, ARNT-TACC3 inh 2 and ERp5 block 4.
`Cc1ccc(-c2ccc3c(c2)O[C@H](CN(C)C(=O)Nc2ccc(F)cc2)[C@@H](C)CN([C@H](C)CO)S3(=O)=O)cc1` gave Statin myotox sup -20, Cneo AK release 0, SIRT5 block 13, ARNT-TACC3 inh 5, ERp5 block -1, esBAF inh -6 and miR-122 sensor 54[16.7 µM].
Screening CC(C)(C)c1cc(C(=O)N/N=C/c2cc3c(cc2Br)OCO3)n[nH]1 returned Statin myotox sup -16, SIRT5 block -3, ARNT-TACC3 inh 0, ERp5 block -1, esBAF inh 5 and miR-122 sensor 2.
For C[C@@H](NC(=O)/C(C#N)=C/c1ccc(O)c(O)c1)c1ccccc1 the results were Statin myotox sup 1, Cneo AK release 1, SIRT5 block 4, ARNT-TACC3 inh 1, ERp5 block -3, esBAF inh -3 and miR-122 sensor -3.
CCN(C(=S)Nc1cccnc1)c1ccccc1 was read as Statin myotox sup 11, Cneo AK release -1, SIRT5 block 0, ARNT-TACC3 inh 1, ERp5 block 1, esBAF inh 1 and miR-122 sensor 0.
Screening C[C@@H]1CCCCO[C@@H](CN(C)Cc2ccncc2)[C@H](C)CN([C@H](C)CO)C(=O)c2cc(NS(=O)(=O)c3ccccc3)ccc2O1 returned Cneo AK release -18, SIRT5 block 1, ARNT-TACC3 inh -2, ERp5 block 0, esBAF inh -7 and miR-122 sensor 6[16.7 µM].

Structures from the list above containing fluorine (5):
Fc1ccccc1CN1CCN(c2ncccn2)CC1 was read as Statin myotox sup -4, Cneo AK release 3, SIRT5 block -1, ARNT-TACC3 inh 4, ERp5 block -1, esBAF inh 5 and miR-122 sensor 4.
Screening O=C(NCc1ccco1)c1cc2nc(C3CC3)cc(C(F)(F)F)n2n1 returned Cneo AK release -1, ARNT-TACC3 inh 1, esBAF inh 2 and miR-122 sensor 0.
`Cn1ccnc1SCC(=O)Nc1ccc(Br)cc1C(F)(F)F` gave Cneo AK release 0, ARNT-TACC3 inh 7 and miR-122 sensor -2.
COc1ccc(NC(=O)N[C@H]2CC[C@H](CCn3cc(-c4ccccc4F)nn3)O[C@@H]2CO)cc1 was read as Statin myotox sup -1, Cneo AK release 0, SIRT5 block 2, ARNT-TACC3 inh -7, ERp5 block 13 and esBAF inh 8.
`Cc1ccc(-c2ccc3c(c2)O[C@H](CN(C)C(=O)Nc2ccc(F)cc2)[C@@H](C)CN([C@H](C)CO)S3(=O)=O)cc1` gave Statin myotox sup -20, Cneo AK release 0, SIRT5 block 13, ARNT-TACC3 inh 5, ERp5 block -1, esBAF inh -6 and miR-122 sensor 54[16.7 µM].

Continuation.
Screening CC1(C(=O)Nc2ccccc2Cc2ccccc2)CCN1CCc1ccccc1 (configuration not stated) returned Statin myotox sup -6, Cneo AK release 0, ERp5 block -12, esBAF inh -4 and miR-122 sensor -3.
`O=C(Nc1ccc(N2CCOCC2)cc1)c1csc([C@@H]2C[C@H](O)[C@@H](CO)O2)n1` gave Statin myotox sup 1, Cneo AK release -25, SIRT5 block 1, ERp5 block 1 and esBAF inh 12.
`COc1cccc(C(=O)COC(=O)C2CC(=O)N(c3ccc(Oc4ccccc4OC)cc3)C2)c1` (configuration not stated) gave Statin myotox sup 2, Cneo AK release -8, SIRT5 block -5, ARNT-TACC3 inh 10, ERp5 block -2 and esBAF inh -6.
Cc1cc(C(=O)CSc2cccc[n+]2[O-])c(C)n1-c1ccccc1 was read as SIRT5 block 0, ARNT-TACC3 inh 2 and ERp5 block 1.
`COCC(=O)N1C[C@H](C)[C@@H](OC)CN(C)C(=O)c2ccc(NC(=O)Nc3ccccc3)cc2OC[C@H]1C` gave Statin myotox sup 6, Cneo AK release -12, SIRT5 block 1, ARNT-TACC3 inh 1, ERp5 block -3 and esBAF inh 8.
Screening CC12CN3CC(C)(CN(C1)C3c1ccc3c(c1)OCO3)C2O (configuration not stated) returned Cneo AK release 0, SIRT5 block 0, ARNT-TACC3 inh -5, ERp5 block 3 and miR-122 sensor 3.
C[C@H]1CN([C@@H](C)CO)C(=O)c2cc(NC(=O)Cn3cnnn3)ccc2O[C@H]1CN(C)S(=O)(=O)c1cccs1 was read as Statin myotox sup 7, Cneo AK release -2, SIRT5 block -6, ARNT-TACC3 inh -4, ERp5 block 1, esBAF inh 1 and miR-122 sensor 0[16.7 µM].
Screening COc1ccc(Br)c2oc(S)cc(=O)c12 returned Statin myotox sup -2, Cneo AK release -2, SIRT5 block 3, ARNT-TACC3 inh 6, ERp5 block -4 and esBAF inh 3.
Screening O=C(Nc1ccccc1)C1=C[C@@H](c2csc3ccccc23)C[C@@H](OCc2ccc(CO)cc2)O1 returned Statin myotox sup 5, Cneo AK release -2&5, SIRT5 block 6, ARNT-TACC3 inh -4, ERp5 block 8&-10, esBAF inh -1 and miR-122 sensor 18.
`COc1ccc(CCNC(=O)c2ccc(CS(=O)Cc3ccc(C)cc3)o2)cc1OC` (configuration not stated) gave Statin myotox sup 2, Cneo AK release -6, SIRT5 block -5, ARNT-TACC3 inh 4, ERp5 block 8, esBAF inh 2 and miR-122 sensor -5.
Screening Cc1ccc(OCCNS(=O)(=O)c2cccs2)cc1 returned Statin myotox sup 0, Cneo AK release 0, ARNT-TACC3 inh -3, esBAF inh 38 and miR-122 sensor 1.

An unsorted share of the library; overall some 4% were active at least once.
